aSyn rescue – inhibitors of alpha-synuclein toxicity in yeast. Yeast expressing alpha-synuclein, growth rescue, BacTiter-Glo, 24 h. Potency, µM (doses to about 46.1 µM), for inactives: at the top dose growth rescue (activation), actives largely listed as activators. 0.14% of 370,000 active. AID 652106; also: potency is read from the fitted curve at half-maximal effect; % of control where 0% means no effect; nearly all actives have a fitted effect of over 65% in size
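Rescue of yeast growth: cells expressing toxic alpha-synuclein, induced in galactose at OD600 0.02, incubated with compound 24 h at 30 C. ATP luminescence quantified growth; inhibitors of toxicity appear as activators.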
D3 antag – antagonists of human D3 dopamine receptor. 2.5% of 360,000 active. AID 652054. P35462. max response, negative = inhibition, %. D3R cells, DiscoveRx beta-arrestin luminescence, antagonist mode; hits give low values; in the data active = max response below about -50%; inconclusive = no clear call, values can overlap the other calls; also: % is scaled to controls: 0 for no effect and ±100 for the full control effect; mostly tested at two doses, the higher about 12 µM
Target sequence (P35462 whole entry, looked up): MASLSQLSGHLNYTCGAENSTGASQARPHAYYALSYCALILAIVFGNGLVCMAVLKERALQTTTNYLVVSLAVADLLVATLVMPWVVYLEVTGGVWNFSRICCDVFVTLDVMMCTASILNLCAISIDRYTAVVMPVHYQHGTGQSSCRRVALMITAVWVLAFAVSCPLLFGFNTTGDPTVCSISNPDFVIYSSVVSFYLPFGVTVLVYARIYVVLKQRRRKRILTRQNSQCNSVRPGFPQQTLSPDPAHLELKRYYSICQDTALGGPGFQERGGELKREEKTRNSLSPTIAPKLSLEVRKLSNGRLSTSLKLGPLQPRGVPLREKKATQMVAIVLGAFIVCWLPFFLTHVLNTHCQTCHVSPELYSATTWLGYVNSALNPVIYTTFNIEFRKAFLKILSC
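Cells plated overnight at 1500 cells/well, then exposed to library compounds with dopamine controls for 90 minutes at 37 degrees C. DiscoveRx reagent added for 30–60 minutes at room temperature; luminescence read, quantitative HTS format.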
GLP1R ag – activates the human GLP-1 receptor; P43220; HEK293 GLP-1R CRE-luciferase, luminescence, 4-6 h; cells express a hypersensitive GLP-1R form; Potency, µM (doses to about 45.6 µM), for inactives: at the highest dose activation, actives largely listed as activators; 0.007% of 380,000 active; also: potency is read from the fitted curve at half-maximal effect; % of control where 0% means no effect
Target sequence (P43220 whole entry, looked up): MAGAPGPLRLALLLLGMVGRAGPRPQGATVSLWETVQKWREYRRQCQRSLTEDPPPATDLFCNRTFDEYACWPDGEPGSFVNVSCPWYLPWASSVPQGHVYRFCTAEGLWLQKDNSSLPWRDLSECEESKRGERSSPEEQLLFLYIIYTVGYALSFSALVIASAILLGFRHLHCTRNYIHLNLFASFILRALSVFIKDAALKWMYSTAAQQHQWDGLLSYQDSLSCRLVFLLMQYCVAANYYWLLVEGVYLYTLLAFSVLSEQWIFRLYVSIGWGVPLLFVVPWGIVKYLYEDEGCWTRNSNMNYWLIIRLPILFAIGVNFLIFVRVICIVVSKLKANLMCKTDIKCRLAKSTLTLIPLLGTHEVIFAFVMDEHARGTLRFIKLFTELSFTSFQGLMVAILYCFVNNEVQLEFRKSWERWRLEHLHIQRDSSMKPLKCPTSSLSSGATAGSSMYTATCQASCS
TDP43 rescue – inhibitors of TDP-43 toxicity in yeast | TDP-43 expressing yeast growth rescue, BacTiter-Glo, 24 h | Potency, µM (top dose mostly 46.1 µM), for the others: at the highest dose growth rescue (activation), actives largely listed as activators | 1.8% of 410,000 active; also: potency is read from the fitted curve at half-maximal effect; % of control where 0% means no effect; nearly all actives have a fitted effect of over 50% in size
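Cell-based yeast growth screen: TDP-43 expression induced in galactose, inoculum OD600=0.02 after raffinose pregrowth to mid-log. Read-out BacTiter-Glo luminescence at 24 hr, 30 deg C; inhibition of toxicity seen as signal increase.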
PTHR1 agonist – activates the human parathyroid hormone receptor PTHR1 | HEK293 GP2 PTHR1 cells, GloSensor cAMP luminescence, 1 h | Q03431 | AID 743266 | Potency, µM (series often up to 115 µM), inactives show at the highest dose activation, hits mostly activators | 0.075% of 410,000 active; also: potency is read from the fitted curve at half-maximal effect; nearly all actives have a fitted effect of over 55% in size; some results filed as inactive show a strong effect at the top dose; inactives centre near -15; many of its hits are not listed in these tables
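HEK-293-derived GP2 cells expressing PTHR1 and a GloSensor cAMP reporter, 3,000/well, plated overnight, given luciferin plus IBMX (each 0.5 mM as added) for 1 h at 37 °C, then compound for 1 h at 37 °C. Luminescence was read after 15 min at room temperature.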
GLP1R cytotox – cytotoxicity in counter-screen for GLP-1R inverse agonists; HEK293 cAMP-luciferase reporter cells, luminescence, 24 h; 0.13% of 410,000 active; Potency, µM (series often up to 38.3 µM), for inactives: top-dose activity change, negative = inhibition, actives largely listed as inhibitors; AID 624418;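 also: loss of luciferase light is scored as toxicity; potency is read from the fitted curve at half-maximal effect; % is scaled to controls: 0 for no effect and ±100 for the full control effect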
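Quantitative HTS format, 1536 wells, 200 cells/uL seeded. Compounds: 23 nL, 24 h, 37 °C. Detection: luciferase reagent, luminescence at 12 min RT; decreased signal taken as cytotoxic.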
GLP-1R inv ag – acts as inverse agonist at human GLP-1 receptor; P43220; HEK293 GLP-1R CRE-luciferase, luminescence, 24 h; GLP-1R form is constitutively active; Potency, µM (series often up to 38.3 µM), without a hit: at the highest dose activity change, negative = inhibition, usual class: inhibitors; 1.6% of 410,000 active; also: potency is read from the fitted curve at half-maximal effect; % is scaled to controls: 0 for no effect and ±100 for the full control effect; nearly all actives have a fitted effect of over 55% in size
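Cells are plated, allowed 12 hours at 37 deg C, then treated with compounds for 24 hr before luciferase detection reagent is added and luminescence is read after 12 min at room temperature. The HEK293 line carries constitutively active GLP-1R with a cAMP-responsive reporter.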
D3 ag – activates the human D3 dopamine receptor; max activation, %; P35462; D3R DiscoveRx beta-arrestin cells, luminescence, 90 min; AID 652048; 0.58% of 410,000 active; in the data active = max activation above about 30%; also: 0% is about no effect; mostly tested at two doses, the higher about 12 µM
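Agonist mode: compounds and dopamine controls were applied to plated cells for 90 min at 37 degrees C after an overnight attachment at 1500 cells/well. Luminescent read-out followed 30 - 60 minutes at room temperature with DiscoveRx detection reagent.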
KB-V1 MDR tox – KB-V1 MDR subline cytotoxicity. KB-V1 MDR cells viability, CellTiter-Glo, 72 h. 3.4% of 400,000 active. AID 1347076. Potency, µM (doses to about 46.1 µM), inactives show at the highest dose activity change, negative = cytotoxicity, usual class: cytotoxic; also: potency is read from the fitted curve at half-maximal effect; % is scaled to controls: 0 for no effect and ±100 for the full control effect; nearly all actives have a fitted effect of over 60% in size
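Readout: CellTiter-Glo luminescence, 10 min after addition. Cells: KB-V1 MDR subline, 72 h at 37 degrees C with compound. Analysis: corrected, normalized data fitted to concentration-effect curves.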
An asterisk follows results filed as active; i = inactive; ? = inconclusive; . = not tested or not shown; [ ] = remark or other dose. Unless noted, calls follow the shape of the dose curve; as a rule, active = well fitted curve in the direction sought with a large enough effect; inconclusive = small, poorly fitted or top-dose-only effect, or another doubt; inactive = no such curve, though single readings can be large; an effect the other way counts as inactive or inconclusive. Only part of the results is shown. The share of hits here may be higher or lower than overall.

Abbreviations – A = aSyn rescue; B = D3 antag; C = GLP1R ag; D = TDP43 rescue; E = PTHR1 agonist; F = GLP1R cytotox; G = GLP-1R inv ag; H = D3 ag; I = KB-V1 MDR tox
CC(C)(C)N(Cc1ccccc1)C(=O)c1ccncc1
  A: 2.4%; B: -1.6; C: -3.8%; D: 6.5%; E: -43.2%[inhibitor]; F: 6.4%; G: 10.9%; H: 7.2; I: -6.1%
Cc1cccc(NC(=O)c2ccc(NCCc3ccccc3)c([N+](=O)[O-])c2)c1
  A: -3.0%; B: -23.2; C: 0.1%; D: -8.2%; E: i; F: 5.8%[1.53 µM]; G: 12.8%; H: -13.7; I: -1.6%
CC1(C)CC(=O)C=C(Nc2ccc(F)c(Cl)c2)C1
  A: -12.3%; B: 5.0; C: 10.7%; D: -2.4%; E: i; F: 3.6%; G: 11.7%; H: 5.5; I: 4.2%
O=C(C/C=N\OCc1c(Cl)cccc1Cl)Oc1ccc(Cl)cc1Cl
  A: -1.2%; B: -3.3; C: -7.9%; D: 4.5%; E: -2.5%[57.5 µM]; F: -2.8%; G: -1.4%; H: -9.5; I: 17.7%
CCn1c(SCC(=O)N/N=C(/C)c2ccncc2)nc2ccccc21
  A: -0.6%; B: 14.3; C: 15.2%; D: -11.6%[1.82 µM]; E: i; F: -0.4%; G: 0.2%; H: 4.5; I: 8.1%
C=CCOc1ccc(/C=C2\SC(=S)N(NS(=O)(=O)c3ccc(C)cc3)C2=O)cc1
  A: -7.6%; B: -2.6; C: -0.2%; D: -2.4%; E: i; F: ?; G: ?; H: 5.7; I: 8.9%
O=C(NCC(c1ccc2c(c1)OCO2)N1CCN(c2ccccc2F)CC1)c1ccccc1F (stereo not given)
  A: .; B: .; C: .; D: -5.7%; E: i; F: 3.4%; G: ?; H: -22.2; I: -12.3%
CC1=C(C(=O)OCC2CCCO2)C(c2cccc(O)c2)NC(=O)N1 (stereo not given)
  A: -6.3%; B: 1.9; C: -1.7%; D: -14.8%; E: -1.2%[57.5 µM]; F: 7.8%; G: 10.4%; H: 2.2; I: 7.4%
COc1cccc(CNC(=O)C2Cc3cc(S(=O)(=O)N4CCCC4)ccc3N2C(C)=O)c1OC (stereo not given)
  A: 0.0%; B: -1.5; C: -1.0%; D: 3.7%; E: 28.6%; F: -5.4%; G: 0.4%; H: 2.6; I: 21.0%
O=C(O)c1ccccc1C(=O)NCc1c(Cl)cccc1Sc1ccc(Cl)cc1
  A: 7.8%; B: -6.5; C: 2.6%; D: -5.4%; E: -24.8%; F: -2.5%; G: ?; H: 6.5; I: 25.1%
CCOC(=O)c1cnc(Nc2nc3ccccc3o2)nc1CSC(=S)N(CC)CC
  A: 4.0%; B: -60.3*; C: 13.1%; D: -11.3%; E: -12.0%; F: -63.1%; G: -79.0%; H: -7.7; I: ?
CCOc1ccccc1Nc1nc2ccccc2nc1NS(=O)(=O)c1ccc(Cl)cc1
  A: -1.4%; B: .; C: 6.5%; D: 7.3%; E: -30.3%[inhibitor]; F: 9.8%; G: 3.1%; H: 1.7; I: 8.1%
O=C(Cn1nc(C(=O)O)c2ccccc2c1=O)NC12CC3CC(CC(C3)C1)C2
  A: ?; B: 10.4; C: 8.9%; D: 9.5%[9.22 µM]; E: i; F: -3.9%[7.66 µM]; G: 0.7%[7.66 µM]; H: 1.4; I: 10.1%
CC(=O)c1ccc(N2CCN(c3nc4ccccc4c4nc(-c5cccc(C)c5)nn34)CC2)cc1
  A: .; B: .; C: .; D: 13.8%; E: -16.7%; F: -2.5%; G: 5.3%; H: 3.1; I: .
CCOC(=O)c1c(NC(=O)CSc2c[nH]c3ccccc23)sc2c1CCC2
  A: 6.0%; B: -4.5; C: 7.7%; D: 0.0%; E: -24.2%; F: -14.0%; G: ?; H: 2.4; I: -5.3%

Rewritten comma-delimited: part of the list above
Molecule,aSyn rescue,D3 antag,GLP1R ag,TDP43 rescue,PTHR1 agonist,GLP1R cytotox,GLP-1R inv ag,D3 ag,KB-V1 MDR tox
O=C(C/C=N\OCc1c(Cl)cccc1Cl)Oc1ccc(Cl)cc1Cl,-1.2%,-3.3,-7.9%,4.5%,-2.5%[57.5 µM],-2.8%,-1.4%,-9.5,17.7%
CCn1c(SCC(=O)N/N=C(/C)c2ccncc2)nc2ccccc21,-0.6%,14.3,15.2%,-11.6%[1.82 µM],i,-0.4%,0.2%,4.5,8.1%
C=CCOc1ccc(/C=C2\SC(=S)N(NS(=O)(=O)c3ccc(C)cc3)C2=O)cc1,-7.6%,-2.6,-0.2%,-2.4%,i,?,?,5.7,8.9%
O=C(NCC(c1ccc2c(c1)OCO2)N1CCN(c2ccccc2F)CC1)c1ccccc1F (stereo not given),.,.,.,-5.7%,i,3.4%,?,-22.2,-12.3%
CC1=C(C(=O)OCC2CCCO2)C(c2cccc(O)c2)NC(=O)N1 (stereo not given),-6.3%,1.9,-1.7%,-14.8%,-1.2%[57.5 µM],7.8%,10.4%,2.2,7.4%
COc1cccc(CNC(=O)C2Cc3cc(S(=O)(=O)N4CCCC4)ccc3N2C(C)=O)c1OC (stereo not given),0.0%,-1.5,-1.0%,3.7%,28.6%,-5.4%,0.4%,2.6,21.0%
O=C(O)c1ccccc1C(=O)NCc1c(Cl)cccc1Sc1ccc(Cl)cc1,7.8%,-6.5,2.6%,-5.4%,-24.8%,-2.5%,?,6.5,25.1%
CCOC(=O)c1cnc(Nc2nc3ccccc3o2)nc1CSC(=S)N(CC)CC,4.0%,-60.3*,13.1%,-11.3%,-12.0%,-63.1%,-79.0%,-7.7,?
CCOc1ccccc1Nc1nc2ccccc2nc1NS(=O)(=O)c1ccc(Cl)cc1,-1.4%,.,6.5%,7.3%,-30.3%[inhibitor],9.8%,3.1%,1.7,8.1%
O=C(Cn1nc(C(=O)O)c2ccccc2c1=O)NC12CC3CC(CC(C3)C1)C2,?,10.4,8.9%,9.5%[9.22 µM],i,-3.9%[7.66 µM],0.7%[7.66 µM],1.4,10.1%

Only GLP-1R inv ag and D3 antag, for 2 of the compounds above:
| SMILES | GLP-1R inv ag | D3 antag |
| --- | --- | --- |
| CCOc1ccccc1Nc1nc2ccccc2nc1NS(=O)(=O)c1ccc(Cl)cc1 | 3.1% | . |
| CC1(C)CC(=O)C=C(Nc2ccc(F)c(Cl)c2)C1 | 11.7% | 5.0 |

Remaining list, next part:
Abbreviations – A = aSyn rescue; B = D3 antag; C = GLP1R ag; D = TDP43 rescue; E = PTHR1 agonist; F = GLP1R cytotox; G = GLP-1R inv ag; H = D3 ag; I = KB-V1 MDR tox
Cc1ccc(Nc2nc(-c3ccc(O)cc3O)cs2)nc1
  A: -0.8%; B: 1.9; C: ?; D: 20µM*; E: -7.9%; F: ?; G: ?; H: 7.0; I: ?
CS(=O)(=O)N1N=C(c2ccco2)CC1c1ccccc1Cl (stereo not given)
  A: -4.6%; B: 4.9; C: 16.1%; D: 3.0%; E: i; F: -2.2%; G: 3.2%; H: 6.8; I: 12.8%
COc1cccc(-n2nc(C#N)c(Cl)cc2=O)c1
  A: -10.6%; B: -87.0*; C: -8.3%; D: -15.1%; E: -30.7%[inhibitor]; F: ?; G: ?; H: -14.1; I: -25.7%
CCc1cccc(CC)c1NC(=O)NC1CCCCC1
  A: 1.1%; B: 5.4; C: -0.4%; D: 12.1%; E: i; F: 7.0%; G: 8.2%; H: 0.8; I: -19.6%
CCCOC(=O)c1c(NC(=O)c2cc3nc(-c4ccc(OC)cc4)cc(C(F)(F)F)n3n2)sc2c1CCCC2
  A: .; B: .; C: .; D: 0.5%; E: 10.5%; F: 3.2%; G: -0.6%; H: -8.2; I: ?
O=S(=O)(Nc1ccc2c(c1)OCCO2)c1cccc(F)c1
  A: 10.0%; B: -9.1; C: 3.5%; D: 22.6%; E: -34.3%[inhibitor]; F: 1.1%; G: -15.2%; H: 0.1; I: -7.1%
Cc1cccc(NC(=O)c2nc[nH]c2C(=O)NC[C@@H](C)O)c1
  A: -2.1%; B: -16.8; C: -5.0%; D: 25.9%; E: -27.8%; F: -20.9%; G: 13.3%; H: -2.8; I: 0.0%
BrC(/C=C\c1ccccc1)=N/Nc1nc(N2CCOCC2)nc(N2CCOCC2)n1
  A: 7.8%; B: ?; C: 16.9%; D: 1.5%; E: i; F: 14.7%; G: -17.9%; H: -9.6; I: -5.9%

Screens from PubChem.
